LDHA inh: inhibitors of human lactate dehydrogenase A | purified LDHA, NADH/diaphorase-resazurin fluorescence; stronger effect = lower value | activity change, % (values are at about 110 or 230 µM) | hit rate 0.15% among 480,000 | AID 1347041; in the data active means activity change below about -30%; inconclusive means mostly about -25% to -30%;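 further: plate controls were DMSO wells for no effect and wells without enzyme for full effect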
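Human LDH5 at 2 nM final in Tris HCl pH 7.4 with 0.06 mM NADH and 0.2 mM pyruvate, reacted 5 minutes at room temperature. Remaining NADH coupled via diaphorase/resazurin; resorufin fluorescence read at 0 and 20 minutes, normalized to enzyme-free and DMSO wells.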
Active calls of the source: *; ? = inconclusive. This is a subset. The share of hits here may be higher or lower than overall.

cpd	SMILES	LDHA inh
1	Cc1cc(=O)n2[nH]c(CN(C(=O)c3ccc(F)cc3)c3ccc(Cl)cc3)nc2n1	-4
2	COc1ccccc1NC(=O)CSc1nccc(-c2ccc(OC(F)F)cc2)n1	6
3	Oc1ccc(C2(c3cccc(F)c3)CCCCC2)cc1	-3
4	C=C(C)COc1ccc2c(C)c(CC(=O)Nc3ccc4c(c3)OCCO4)c(=O)oc2c1	1
5	O=C(Nc1cccc(Cl)c1F)c1cc(S(=O)(=O)N2CCOCC2)c(Cl)cc1Cl	-1
6	COc1ccc(-c2cc(C(=O)O)c3cccc(C)c3n2)cc1	1
7	COc1ccccc1CNC(=O)NC(c1ccccc1)c1ccccc1	5
8	Cc1ccc(SCc2cc(=O)[nH]c(N3CCN(c4ccccc4F)CC3)n2)cc1	-1
9	CC(Cl)C(=O)NC1(C#N)CCCCC1 (configuration not stated)	-10
10	CC(C)CNC(=O)CCc1ccc(C#N)cc1	-2

The closing 6 entries of the part before come first, to join the parts:
cpd	SMILES	LDHA inh
5	O=C(Nc1cccc(Cl)c1F)c1cc(S(=O)(=O)N2CCOCC2)c(Cl)cc1Cl	-1
6	COc1ccc(-c2cc(C(=O)O)c3cccc(C)c3n2)cc1	1
7	COc1ccccc1CNC(=O)NC(c1ccccc1)c1ccccc1	5
8	Cc1ccc(SCc2cc(=O)[nH]c(N3CCN(c4ccccc4F)CC3)n2)cc1	-1
9	CC(Cl)C(=O)NC1(C#N)CCCCC1 (configuration not stated)	-10
10	CC(C)CNC(=O)CCc1ccc(C#N)cc1	-2
11	O=S(=O)(NC1=NCN(CCc2ccccc2)CN1)c1ccccc1	5
12	COc1cc2c(cc1OC)C1=CC3(C(=O)Nc4ccc(C)cc43)C(C#N)=C(N)N1CC2 (configuration not stated)	-1
13	CCN(C(=O)c1nn(C)c(=O)c2ccccc12)C(C)c1ccc(F)cc1 (configuration not stated)	-4
14	CCOc1ccc(CCN2C(=O)C(=O)N([C@@H](Cc3ccccc3)CN3CCC[C@H]3CN3C(=O)C(=O)NC[C@@H]3Cc3ccccc3)C[C@@H]2CC(C)C)cc1	0
15	CC(Oc1cccc(Cl)c1)C(=O)NCCc1cccs1 (configuration not stated)	8
16	O=C1C=C(Nc2ccc(C(F)(F)F)cc2)CCC1	0
17	NS(=O)(=O)c1ccc(N/N=C/c2cccc(/C=N/Nc3ccc(S(N)(=O)=O)cc3[N+](=O)[O-])c2)c([N+](=O)[O-])c1	1
18	Cc1cc(S(=O)(=O)Nc2ccc(F)c(C(F)(F)F)c2)sc1C(=O)O	-3
19	COc1ccc(Nc2nc(-c3cc4cc(Cl)ccc4oc3=O)cs2)c(OC)c1	3
20	CCc1c(/C(=N/O)c2ccc(C)cc2)oc2ccc3c(C)cc(=O)oc3c12	1

cpd	SMILES	LDHA inh
21	CC(C)(C)C(=O)COC(=O)c1ccccc1SCC(=O)NCCc1ccc2c(c1)OCCO2	0
22	COc1ccc(CCNc2oc(COc3ccccc3C)nc2C#N)cc1	6
23	Cc1cc(C(=O)NCc2ccnc(N3CCOCC3)c2)on1	-7
24	O=c1[nH]c(=O)n(CCc2ccccc2)c2nccc(-c3ccccc3Cl)c12	-6
25	COC(=O)COc1ccc2c(=O)c(Oc3cc(C)cc(C)c3)c(C(F)(F)F)oc2c1	-17
26	O=C(CCc1ncc(-c2ccccc2Cl)o1)Nc1nccs1	2
27	Cc1cccc(-c2cc(Nc3ccccc3)nc(C)n2)c1	6
28	C=CCCCCCCCCC(=O)NCc1ccco1	2
29	COc1ccc(S(=O)(=O)N2CCOCC2)cc1NC(=O)c1cccc(CN2CCCC2=O)c1	14
30	Brc1csc(CNC2CCCc3c2cnn3Cc2ccccc2)c1 (configuration not stated)	5

cpd	SMILES	LDHA inh
31	Oc1ccccc1N1CCN(c2nc(-c3cccnc3)nc3ccccc23)CC1	2
32	CCC(=O)Nc1ccc2oc(-c3ccc(OC)c(Br)c3)nc2c1	8
33	CCCC(C)NC(=O)c1cc(=O)[nH]c2ccc(S(=O)(=O)N(CC)CC)cc12 (configuration not stated)	19
34	COC(=O)CSc1nc2c(c(-c3cccs3)c1C#N)CCCC2	-11
35	Cc1ccc(OCc2ccc(C(N)=O)cc2)cc1	6
36	Cc1ccccc1NC(=O)CSc1nc2c(cc1C#N)CCCC2	8
37	CC(C)C(=O)Nc1ccc2oc(-c3ccc(F)cc3Cl)nc2c1	-4
38	COc1cn(-c2ccccc2)nc1C(=O)OCC(=O)NC1CC1	-7
39	CONC(=O)C(NC(=O)C12CC3CC(CC(C3)C1)C2)C(C)C (configuration not stated)	0
40	O=S(=O)(c1ccc(-c2csc(NC3CCCC3)n2)cc1)N1CCCC1	3

cpd	SMILES	LDHA inh
41	Cn1c(SCC(=O)Nc2sccc2C#N)nnc1-c1ccc(Cl)cc1	-7
42	CCc1ccc2c(CN(C)CCOc3ccccc3C)cc(=O)oc2c1	1
43	Nc1nc(Nc2ccc(F)cc2)sc1C(=O)c1ccccc1Cl	-6
44	O=C(O)CSc1cc(F)ccc1F	-3
45	CCOc1cccc2c(C)nc(Nc3nc(CSc4ccc(C)cc4)cc(=O)[nH]3)nc12	0
46	CC(CC(=O)C1C(C)C=CCC1(C)C)NCc1ccccc1 (configuration not stated)	-10
47	CN(CC(=O)Nc1ccc(Cl)c(C(F)(F)F)c1)CC(=O)NC1CCCC1	1
48	Clc1ccc(Sc2nc(-c3ccccc3)cs2)cc1	3
49	CCCOc1ccc(NC(=O)COc2cccc(C)c2C)c2cccnc12	43
50	O=C(O)c1ccc(Br)cc1F	-2

cpd	SMILES	LDHA inh
51	O=C(/C=C/c1ccccc1)Nc1ccc2c(c1)CCC2	-19
52	CCc1nn2c(=O)cc(NC3CNC3)nc2s1	-1
53	Cc1cc(C(=O)NCC2CCCCC2)c2ccccc2n1	6
54	O=C1CCCc2c1cc(C(=O)NC1CCCCCC1)c(=O)n2-c1ccc(C(F)(F)F)cc1	12
55	O=C(NC1CCCC(C(F)(F)F)C1)c1cnc2ccccn2c1=O (configuration not stated)	10
56	CN(CC(=O)NCC(F)(F)F)Cc1ccccc1	-3
57	COc1ccc(Cc2n[nH]c(=S)n2CC(C)C)cc1	2
58	CN(Cc1ccccc1Cl)C(=O)Cn1c(=O)c2c(ncn2C)n(C)c1=O	-5
59	CC1(C(=O)NCc2ccccc2)Cn2c(ccc2-c2ccco2)C(=O)N1Cc1ccccc1 (configuration not stated)	2
60	O/N=C(/c1ccc(F)cc1)c1ccc(O)cc1O	8

cpd	SMILES	LDHA inh
61	Cc1occc1-c1nc(-c2ccc(Br)cc2)no1	3
62	CCN(CC)c1nc2ccccc2s1	12
63	COc1ccc(/C=C/c2nc(C#N)c(NCc3ccco3)o2)cc1OC	-2
64	CC(C)NC(=O)/C(=C/c1ccc(-c2cccc(C(F)(F)F)c2)o1)NC(=O)c1ccccc1	-3
65	COc1ccc(NC(=O)c2sc3c(c2C)C(c2cccc(O)c2)CC(=O)N3)cc1 (configuration not stated)	11
66	CCOc1ccc(NC(=O)CSc2nc3c(c(=O)[nH]2)CN(Cc2ccc(Cl)cc2)CC3)cc1	10
67	CCNC(=O)NC(=O)CSc1nc2ccccc2c(=O)n1-c1ccc(F)cc1F	-1
68	CCOc1cc(CNCc2cccnc2)cc(Cl)c1OCC	-4
69	Cc1nn(C)c2nc(C3CC3)cc(C(=O)N3CCN(c4ncccn4)CC3)c12	16
70	CC(=O)c1ccc(NC(=O)Nc2nnc(-c3ccncc3)s2)cc1	1

cpd	SMILES	LDHA inh
71	COc1cc(C)c(/C=C(\C#N)C(=O)Nc2cccc(Cl)c2C)cc1C(C)C	5
72	Cc1ccc2cc(C(=O)N3CCN(S(=O)(=O)c4cccs4)CC3)[nH]c2c1	1
73	O=C(Nc1ccc(Br)cc1F)c1ccc(-c2ccccc2)cc1	-4
74	O=C(CCC(=O)c1cccs1)OCC(=O)c1ccc(-c2ccccc2)cc1	?
75	CCC(C(=O)Nc1ccccc1OCc1cc(=O)n2ccc(C)cc2n1)c1ccccc1 (configuration not stated)	9
76	Cc1ncsc1C(=O)N1CCCC1Cc1c(F)cccc1Cl (configuration not stated)	1
77	CCNC(=O)NC(=O)CSc1nc(C2CC2)nc2ccccc12	10
78	O=C(Nc1cc(C(F)(F)F)ccc1F)c1cccc(COc2ccc(Cl)cc2)c1	8
79	Cc1c(CC(=O)NCc2ccc(F)cc2)c(=O)oc2cc(O)ccc12	3
80	COc1ccc(-n2c(SCC(=O)Nc3cccc(C#N)c3)nnc2-c2ccccc2OC)cc1	5

cpd	SMILES	LDHA inh
81	CC(C)OCCN1CCN(c2oc(-c3ccco3)nc2C#N)CC1	7
82	COc1ccc(Cl)cc1S(=O)(=O)NCCO	0
83	COCCCNc1oc(-c2cccc3ccccc23)nc1C#N	11
84	Cc1cc(NS(=O)(=O)c2ccc3c(c2)CCC(=O)N3)ccc1Cl	-5
85	COC(=O)/C=C/C(=O)Nc1cc(Cl)ccc1O	9
86	O=C1c2c(-c3ccc(Br)cc3)noc2CCN1Cc1cn(Cc2ccccc2)nn1	-4
87	Cc1cccc(NC(=O)C2CC(=O)n3c(nc4ccccc43)N2)c1 (configuration not stated)	-16
88	CC1=C(C(=O)Nc2ccc(F)c(F)c2)C(c2ccc(F)cc2)NC(=S)N1 (configuration not stated)	-1
89	CCN1CCCC1CNC(=O)C1CCN(c2nc(Cl)nc3nc[nH]c23)CC1 (configuration not stated)	13
90	COC(=O)N/N=C/c1cc(Cl)cc(Cl)c1OCCCOc1ccccc1	3

Entries shown so far containing a furan ring, fused or not:
cpd	SMILES	LDHA inh
20	CCc1c(/C(=N/O)c2ccc(C)cc2)oc2ccc3c(C)cc(=O)oc3c12	1
28	C=CCCCCCCCCC(=O)NCc1ccco1	2
59	CC1(C(=O)NCc2ccccc2)Cn2c(ccc2-c2ccco2)C(=O)N1Cc1ccccc1 (configuration not stated)	2
61	Cc1occc1-c1nc(-c2ccc(Br)cc2)no1	3
63	COc1ccc(/C=C/c2nc(C#N)c(NCc3ccco3)o2)cc1OC	-2
64	CC(C)NC(=O)/C(=C/c1ccc(-c2cccc(C(F)(F)F)c2)o1)NC(=O)c1ccccc1	-3
81	CC(C)OCCN1CCN(c2oc(-c3ccco3)nc2C#N)CC1	7

Carrying on:
cpd	SMILES	LDHA inh
91	CC(=O)N(Cc1ccc(C(C)C)cc1)C1CC1	4
92	Cc1ccc(NC(=O)C(Sc2nnnn2C2CCCC2)c2ccccc2)cc1 (configuration not stated)	12
93	O=C(NCc1ccccc1)C1c2ccccc2OCC(=O)N1CCCN1CCOCC1 (configuration not stated)	-5
94	COc1ccc2c(CNc3ccc(C)cc3)cc(=O)oc2c1	9
95	O=C(NCc1ccccc1)C(c1ccncc1)n1c(=O)c(-c2ccco2)nc2ccccc21 (configuration not stated)	3
96	CN(C)C(=S)SCC(=O)NC(=O)NCc1ccccc1	-12
97	Cc1ccc2c(CN(C)CCOc3ccc(Cl)cc3)cc(=O)oc2c1	9
98	CCCSc1ncc(Cl)c(C(=O)Nc2ccc(C)cc2C)n1	4
99	Cc1ccc(NCC(=O)N2CCN(S(=O)(=O)c3ccc4ccccc4c3)CC2)cc1F	5
100	CCOc1ccc(C(=O)CC2(O)C(=O)Nc3ccc(Br)cc32)cc1 (configuration not stated)	-22

cpd	SMILES	LDHA inh
101	COc1ccc(C(=O)Nc2c(N3CCCC3)c3ccccc3oc2=O)cc1	-5
102	Fc1cccc(NC(=S)NCc2ccccc2)c1	4
103	O=C(c1ccc2cc[nH]c2c1)N1CCN(S(=O)(=O)c2cccc3nonc23)CC1	5
104	Cc1ccc(NS(=O)(=O)c2cc(C(=O)O)cc3c2CCC3)cc1F	-21
105	NCC1Cc2ccccc2O1 (configuration not stated)	-6
106	CCN(CC)CCNC(=O)Cc1n[nH]c(=O)c2ccccc12	3
107	O=C(Cc1ccc(Br)cc1)N(Cc1nnc(-c2ccccc2Cl)o1)C1CC1	4
108	Cc1ccc(-c2csc(NC(=O)c3ccccc3F)n2)s1	2
109	COc1ccc(-c2c(C)oc3cc(OC)ccc3c2=O)cc1	-1
110	CC(C)C(NC(=O)c1c(F)cccc1F)C(=O)NCc1cnn(-c2ccccc2)c1 (configuration not stated)	-7

cpd	SMILES	LDHA inh
111	CCn1c(C(=O)N2CCCC(C(=O)N3CCOCC3)C2)cc2ccccc21 (configuration not stated)	-5
112	O=S(CCCOc1ccc(F)cc1)Cc1ccc(F)cc1 (configuration not stated)	12
113	CC1CCCC(NC(=O)c2cc(Sc3ccc(F)cc3)nc3ccccc23)C1C (configuration not stated)	-5
114	O=C(CCC1CCCC1)Nc1cccc2ccccc12	10
115	COP(=O)(OC)c1nc(-c2ccc([N+](=O)[O-])cc2)oc1NCc1ccc(C)cc1	10
116	O=C(CCc1nc2ccccc2s1)NCCc1ccc(C(F)(F)F)cc1	2
117	COC(CNC(=O)C(C)(C)C)c1ccccc1 (configuration not stated)	-1
118	Cc1ccc(-n2nnc(-c3nsc(NC(=O)c4ccc(Cl)cc4)n3)c2C)cc1F	0
119	CCc1ccccc1N(CC)C(=O)Cn1nc(Cc2cccnc2)c2ccccc2c1=O	5
120	O=C(Cc1cccc(F)c1)NCCc1nc2c(s1)CCCC2	2

cpd	SMILES	LDHA inh
121	Cc1cccc(C2(c3cccc(C)c3)CC2C(=O)NC(C)(C)C)c1 (configuration not stated)	-4
122	CCCCOc1ccc2c(=O)c(Oc3ccccc3)c(C)oc2c1	-9
123	Cc1cc(C)c2oc(=O)cc(-c3oc4ccccc4c3N)c2c1	0
124	COc1ccc(CN(Cc2ccccc2)C(=O)c2ccccc2)cc1COc1ccc(NC(C)=O)cc1	2
125	Cc1n[nH]c(C)c1S(=O)(=O)Nc1ncn(Cc2c(F)cccc2Cl)n1	12
126	CCc1cc2c(C)cc(=O)oc2cc1OCC(=O)c1ccccc1	?
